D1 antag – blocks dopamine activation of the human D1 receptor; HEK293 TREx D1 cells, calcium flux, dopamine EC80; stronger effect = lower value; activity change, negative = inhibition, % at 10 µM; 360,000 compounds, 3.2% hits; AID 504652; in the data active = activity change below about -30%; also: % is scaled to controls: 0 for no effect and ±100 for the full control effect
Target sequence (P21728 whole entry, looked up): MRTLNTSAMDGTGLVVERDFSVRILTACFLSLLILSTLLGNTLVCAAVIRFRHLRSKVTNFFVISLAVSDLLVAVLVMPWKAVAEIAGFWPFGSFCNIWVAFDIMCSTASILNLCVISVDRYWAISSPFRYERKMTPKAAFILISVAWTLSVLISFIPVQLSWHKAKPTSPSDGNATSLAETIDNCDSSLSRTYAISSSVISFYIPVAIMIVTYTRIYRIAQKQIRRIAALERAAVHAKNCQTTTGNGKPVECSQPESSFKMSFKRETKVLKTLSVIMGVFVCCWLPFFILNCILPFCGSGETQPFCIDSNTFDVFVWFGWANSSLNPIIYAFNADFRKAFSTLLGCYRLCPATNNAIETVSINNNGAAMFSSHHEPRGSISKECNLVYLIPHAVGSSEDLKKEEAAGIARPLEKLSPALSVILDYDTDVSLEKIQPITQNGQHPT
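Antagonism measured as reduced calcium response to an EC80 dopamine addition following 180 s compound pre-read; cells were inducible HEK293 Trex D1 plated overnight at 30 C, read kinetically at 1 cycle/sec.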
D2 antag – antagonizes the human D2 dopamine receptor | P14416 | HEK293 TREx D2 cells, calcium flux, dopamine EC80 | inhibition, % at 10 µM | 340,000 compounds, 2% hits; in the data active = inhibition above about 30%; also: 0% is about no effect
Target sequence (P14416 whole entry, looked up): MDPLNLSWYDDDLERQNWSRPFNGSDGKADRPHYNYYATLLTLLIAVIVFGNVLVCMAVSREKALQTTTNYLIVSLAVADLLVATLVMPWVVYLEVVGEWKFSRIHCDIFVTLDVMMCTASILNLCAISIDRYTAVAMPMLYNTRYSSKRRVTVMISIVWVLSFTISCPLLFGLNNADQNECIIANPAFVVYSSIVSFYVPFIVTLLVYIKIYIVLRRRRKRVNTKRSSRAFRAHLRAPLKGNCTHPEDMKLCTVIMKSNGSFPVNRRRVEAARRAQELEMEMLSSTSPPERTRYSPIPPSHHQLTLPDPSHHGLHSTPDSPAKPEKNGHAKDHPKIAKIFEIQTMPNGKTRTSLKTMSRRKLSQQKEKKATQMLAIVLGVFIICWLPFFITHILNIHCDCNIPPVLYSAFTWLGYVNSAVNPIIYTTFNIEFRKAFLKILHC
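Calcium mobilization kinetics were recorded at 1 s intervals in tetracycline-induced HEK293 T-REx D2 cells, first for 180 s after compound addition and then 180 s after EC80 dopamine.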
RXFP1 antag – blocks the human relaxin receptor RXFP1; Q9HBX9; HEK293-RXFP1, relaxin-stimulated cAMP HTRF, 30 min; stronger effect = lower value; activity change, negative = inhibition, % at 57.5 µM; 350,000 compounds, 0.59% hits; AID 1259400;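 active = activity change of -60% or lower, but not beyond a set lower limit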; also: % is scaled to controls: 0 for no effect and ±100 for the full control effect
D2 agonist – agonists of human D2 dopamine receptor. P14416. HEK293 T-REx D2 cells, calcium flux agonist mode. activation, % at 2 µM. 340,000 compounds, 0.53% hits. AID 485358;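 active = activation over 3 SD above normal in the single-dose calcium agonist read, cut at about 30% in these data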; also: 0% is about no effect
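In this primary screen, compounds producing a positive calcium signal within 180 s of addition to tetracycline-induced, force-coupled HEK293 Trex D2 cells are flagged; cells are dye-loaded with a no-wash calcium kit beforehand.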
D2 PAM – positively modulates the human D2 dopamine receptor allosterically | P14416 | HEK293 T-REx D2, calcium flux, EC20 dopamine potentiation | potentiation, % at 10 µM | 340,000 compounds, 0.34% hits | AID 485347;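 active = potentiation over 3 SD above the plate norm, cut at about 30% in these data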; also: 0% is about no effect
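Calcium flux readout, no-wash dye, 1 read/s. Inducible HEK293 Trex D2 line, overnight 30 C. Compound alone 180 s (agonist flags), then EC20 dopamine, another 180 s to score potentiation.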
TRHR agonist – activates the human TRH receptor. P34981. activation, % at 2 µM. 360,000 compounds, 0.18% hits. AID 493084. TRHR cells, calcium flux fluo-8, FDSS agonist mode; also: 0% is about no effect
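TRHR-expressing cells loaded with fluo-8 calcium dye; 23 nL library compound pin-transferred, kinetic FDSS fluorescence (Ex 480/Em 530) recorded about 180 s for agonist-induced calcium release, before a 10 nM TRH EC20 addition for potentiator mode.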
D1 agonist – agonists of human D1 dopamine receptor; 360,000 compounds, 1% hits; activation, % at 2 µM; HEK293 T-REx D1 cells, calcium flux, agonist mode; AID 504660; also: 0% is about no effect
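Agonism was scored from calcium flux recorded over 180 s (1 read/s) after pintool compound addition, following a 10-cycle baseline. Cells were inducible force-coupled HEK293 TREx D1, plated overnight at 30 C and loaded with no-wash calcium dye.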
TRHR enhancer – allosterically enhances the human TRH receptor | P34981 | TRHR cells, fluo-8 calcium fluorescence, EC20 TRH enhancement | enhancement, % at 2 µM | 360,000 compounds, 0.66% hits; in the data active = enhancement above about 30%; also: 0% is about no effect
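TRHR-expressing cells loaded with fluo-8 calcium dye were read kinetically (ex 480/em 530) during compound addition, then stimulated with an EC20 of TRH (10 nM final). Enhancement of the Gq-mediated intracellular calcium response was scored.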
D1 PAM – potentiators of human D1 dopamine receptor. P21728. potentiation, % at 10 µM. HEK293 TREx D1 cells, calcium flux, dopamine EC20 potentiation. 360,000 compounds, 0.036% hits; in the data active = potentiation above about 30%; also: 0% is about no effect
The depositor's hits bear a star; . = no result given; & = joins results of further samples. Rule as the data show it, unless noted: active = activation above about 30%; inactive = the rest. Random draw from the library. About 7.3% of those tested had a hit in this group.

SMILES	D1 antag	D2 antag	RXFP1 antag	D2 agonist	D2 PAM	TRHR agonist	D1 agonist	TRHR enhancer	D1 PAM
c1ccc(-c2ccccn2)nc1	-14.0	11.4	.	2.7	-16.5	0.5	2.1	-2.9	-2.8
Cc1c(C(=O)NC2CCS(=O)(=O)C2)oc2ccccc12 (stereo not drawn)	1.8	.	3.3	.	.	-2.0	4.1	-5.3	-13.3
O=C(Nc1nc(-c2nc3ccccc3s2)cs1)C1COc2ccccc2O1 (stereo not drawn)	-29.1	4.0	.	0.0	1.3	0.5	1.7	-0.9	-8.4
COc1ccc(C2c3cc(OC)c(OC)cc3CCN2C(=O)c2cccc([N+](=O)[O-])c2)cc1OC (stereo not drawn)	-22.4	-4.3	-2.8	0.1	-0.2	-1.2	7.7	-1.9	-3.5
O=C(CSCc1cc(=O)c2ccccc2[nH]1)Nc1cccc(C(F)(F)F)c1	9.7	.	-17.6	-0.4	-5.8	0.0	0.3	-9.9	-2.4
CN(CC(=O)NCc1ccccn1)S(=O)(=O)c1ccccc1	6.4	-2.3	15.1	-0.8	20.2	-1.1	1.4	17.6	2.9
Cc1ccc(Cl)cc1NC(=O)Nc1c(C)n(C)n(-c2ccccc2)c1=O	-28.4&9.2	-3.3	-9.5&-3.9	0.4&-0.7	9.4&-0.9	-0.6&0.3	4.1&0.8	-0.2&-3.4	-3.7&-3.0
CCc1ccccc1NC(=O)CCc1nc(-c2cccs2)no1	3.0	6.8	-6.6	0.3	-2.3	-0.6	2.6	15.1	-1.4
CCOc1ccc(S(=O)(=O)N(CC(=O)NCc2cccnc2)c2ccc(C)cc2)cc1	2.6	-6.8	12.9	0.6	-0.7	0.9	-0.3	-2.8	-5.5
COc1ccc(C2CC(c3cccs3)=NN2C(=O)c2ccc(Br)o2)cc1 (stereo not drawn)	-0.6	-5.1	-6.0	-0.1	12.2	0.0	8.4	-9.0	-1.4
NCCCCCc1nnc(SCC(=O)c2ccc(Cl)cc2)o1	-1.6	-10.4	-6.9	0.3	-12.9	0.2	3.1	0.2	-3.5
CCOc1ccc2nc(NC(=O)Cn3cnc4c3c(=O)n(C)c(=O)n4C)sc2c1	-2.2	4.8	-0.5	0.3	-1.3	-0.4	0.7	-1.4	-3.0
CCC(C)(C)n1nnnc1CN(Cc1cccs1)Cc1cc2cc(OC)ccc2[nH]c1=O	0.9	5.4	-6.2	0.2	0.4	0.0	1.7	-0.4	-5.2
CC(C)CN(C(=O)COC(=O)c1ccc2c(c1)OCO2)c1c(N)n(Cc2ccccc2)c(=O)[nH]c1=O	6.5	18.5	-18.6	2.9	20.0	0.9	1.9	-4.1	7.3
Cc1c(NC(=O)c2c(NC(=O)CNC3CC3)sc3c2CCCC3)c(=O)n(-c2ccccc2)n1C	11.8	.	-12.3	.	.	-1.0	2.0	-10.1	-5.7
c1ccc(-c2ccc(OCCOCCn3cncn3)cc2)cc1	-7.2	-20.2	-2.0	-0.1	-8.3	0.8	5.1	-7.9	-3.5
CC(C)CCNC(=O)c1cccnc1Sc1ccccc1	-1.7	5.5	2.5	0.2	4.5	-0.6	0.8	0.1	3.8
Cc1cccc(NC(=S)N(C)Cc2cn(C)c3ccccc23)c1	-19.8	-2.9	.	-1.6	5.1	-0.4	0.7	-1.1	9.0
Cc1cc(C)c(NS(=O)(=O)c2ccc(NC(=O)CCC(=O)O)cc2)c(C)c1	14.6	-7.2	8.3	0.2	-2.4	0.0	-0.6	0.4	7.0
Cc1c(C=O)c(=O)n(-c2ccccc2)n1-c1ccccc1	4.3	-5.5	-4.6	1.4	17.0	-0.4	1.8	-0.5	3.6
CCOC(=O)c1cccc2c1-c1ccccc1/C2=N/O	-9.2	23.8	9.3	0.2	9.2	-1.5	5.7	-1.8	-0.8
CCN1CCN(C(=O)C(C)Sc2nnc3nc(C)cc(C)n23)CC1 (stereo not drawn)	-29.7	25.0	7.3	0.2	-4.7	-0.2	-0.3	-3.0	-2.6
O=S(=O)(Nc1cccc(-c2cn3c(n2)SCC3)c1)c1cccs1	1.0	6.9	2.1	0.0	-26.2	0.5	1.3	-17.8	2.0
CCOc1ccc(S(=O)(=O)NCc2ccc3c(c2)CCN3C(=O)c2ccc(C)cc2)cc1	3.7	.	5.9	.	-6.1	-0.8	0.1	-2.5	-3.1
Cc1cccc(N2CCN(S(=O)(=O)c3cc(Br)cc4c3N(C(=O)C3CC3)CC4)CC2C)c1 (stereo not drawn)	4.7	.	.	-0.8	.	0.8	2.7	-2.3	-0.9

In another format: entries from further up
Below each compound – D1 antag	D2 antag	RXFP1 antag	D2 agonist	D2 PAM	TRHR agonist	D1 agonist	TRHR enhancer	D1 PAM
- CCOc1ccc2nc(NC(=O)Cn3cnc4c3c(=O)n(C)c(=O)n4C)sc2c1
 : -2.2	4.8	-0.5	0.3	-1.3	-0.4	0.7	-1.4	-3.0
- CCC(C)(C)n1nnnc1CN(Cc1cccs1)Cc1cc2cc(OC)ccc2[nH]c1=O
 : 0.9	5.4	-6.2	0.2	0.4	0.0	1.7	-0.4	-5.2
- CC(C)CN(C(=O)COC(=O)c1ccc2c(c1)OCO2)c1c(N)n(Cc2ccccc2)c(=O)[nH]c1=O
 : 6.5	18.5	-18.6	2.9	20.0	0.9	1.9	-4.1	7.3
- Cc1c(NC(=O)c2c(NC(=O)CNC3CC3)sc3c2CCCC3)c(=O)n(-c2ccccc2)n1C
 : 11.8	.	-12.3	.	.	-1.0	2.0	-10.1	-5.7
- c1ccc(-c2ccc(OCCOCCn3cncn3)cc2)cc1
 : -7.2	-20.2	-2.0	-0.1	-8.3	0.8	5.1	-7.9	-3.5
- CC(C)CCNC(=O)c1cccnc1Sc1ccccc1
 : -1.7	5.5	2.5	0.2	4.5	-0.6	0.8	0.1	3.8
- Cc1cccc(NC(=S)N(C)Cc2cn(C)c3ccccc23)c1
 : -19.8	-2.9	.	-1.6	5.1	-0.4	0.7	-1.1	9.0
- Cc1cc(C)c(NS(=O)(=O)c2ccc(NC(=O)CCC(=O)O)cc2)c(C)c1
 : 14.6	-7.2	8.3	0.2	-2.4	0.0	-0.6	0.4	7.0
- Cc1c(C=O)c(=O)n(-c2ccccc2)n1-c1ccccc1
 : 4.3	-5.5	-4.6	1.4	17.0	-0.4	1.8	-0.5	3.6
- CCOC(=O)c1cccc2c1-c1ccccc1/C2=N/O
 : -9.2	23.8	9.3	0.2	9.2	-1.5	5.7	-1.8	-0.8

Next part
SMILES	D1 antag	D2 antag	RXFP1 antag	D2 agonist	D2 PAM	TRHR agonist	D1 agonist	TRHR enhancer	D1 PAM
CCCCNC1=NCCS1	-5.2	-16.2	-11.6	-0.1	0.5	0.7	0.1	-4.0	-3.9
CC(=O)Nc1ccc(OC(F)(F)Cl)cc1	-11.2	10.8	-8.1	-1.9	12.8	-2.0	2.5	-6.9	6.1
COc1ccc(Nc2c3c(nc4ccccc24)CCC3)cc1	-26.4	4.8	-13.4	0.7	-12.0	0.5	7.5	4.0	-10.8
COc1ccc2c(c1)c(C(=O)O)c(C)n2CCc1ccc(OC)c(OC)c1	-7.1	5.6	3.6	-0.2	-0.9	0.1	0.6	-4.4	13.0
O=C(NCCCN1CCCC1=O)c1cc(COc2ccc(F)cc2F)on1	-2.8	-3.5	-34.3	-0.1	-4.9	0.0	-0.2	-1.7	-2.5
O=S(=O)(Cc1cccc(F)c1)c1c[nH]c2ccccc12	-12.1	2.5	10.3	0.0	-0.7	0.6	3.3	-1.5	-1.6
COc1ccc(OC)c(Nc2cc(C)nc3nc(C)nn23)c1	39.3	7.0	-8.7	-0.1	6.0	0.1	-0.6	-2.6	-1.1
O=C(NC(=S)Nc1ccccc1)c1cccs1	3.3	.	-4.1	.	.	-0.6	3.5	8.2	1.8
COc1nccnc1NS(=O)(=O)c1ccc(NC(=S)NC(=O)c2ccc(F)c(F)c2)cc1	3.6	-22.4	1.2	-1.1	-6.2	0.6	0.7	-1.8	-9.9
COc1ccc(CCNC(=O)CCOc2ccc(C)cc2)cc1OC	-17.7	12.3	-3.8	1.1	-6.4	0.6	1.3	-9.4	0.1
Cc1cc(Cl)ccc1OCC(=O)NNC(=O)c1cccnc1	-4.5	-5.1	10.1	0.0	0.6	-0.3	1.2	16.9	-5.3
CN1CCN(C(=S)SCC(=O)N2CCCc3ccccc32)CC1	0.0	15.9	-10.4	0.5	-4.0	0.8	1.9	5.2	-0.1
CC(=O)Nc1cc(S(=O)(=O)Nc2ccccc2)c(C)cc1C	-13.3	.	-15.2	.	10.5	0.5	2.4	-0.5	4.8
CCC(C)NC(=O)C1CCN(S(=O)(=O)c2ccc3c(ccn3CC)c2)CC1 (stereo not drawn)	-4.9	.	-0.7	0.4	1.1	-0.5	5.5	-0.1	-2.5
O=S(=O)(Cc1nnnn1-c1ccccc1)c1ccccc1	9.8	11.3	3.0	-0.7	1.8	0.4	5.1	15.3	-8.0
Cc1nnsc1SC(C)C(=O)O (stereo not drawn)	-49.7*	-9.0	-7.9	-0.2	10.9	0.7	4.9	-0.7	-5.7
CCN(CC)S(=O)(=O)c1ccc(N2CCN(S(=O)(=O)c3ccc4c(c3)OCCO4)CC2)nc1	-13.8	0.8	-17.5	-0.3	13.5	1.2	2.8	2.4	-1.1
CCOC(=O)N/N=C/C(Cl)=C/c1ccccc1	9.7	16.3	-27.4	-6.3	-2.6	1.0	1.3	1.2	-1.8
O=C(NNC(=S)NCc1ccco1)C(c1ccccc1)c1ccccc1	.	-2.5	-11.1	1.0	-10.6	0.4	-0.6	-6.0	-2.6
CC(=O)C1=C(C)NC(SCc2cccc([N+](=O)[O-])c2)=C(C#N)C1c1ccco1 (stereo not drawn)	-20.2	0.0	.	-0.2	10.5	0.0	-0.5	5.2	5.9
Cc1ccccc1-c1noc(C23CC4CC(CC(C4)C2)C3)n1	7.2	75.2*	-9.6	0.7	-25.5	-0.1	0.0	-23.8	-9.8
CC(C)CC(=O)Nc1ccc(N2CCN(S(C)(=O)=O)CC2)cc1	-19.5	-12.1	.	-0.4	1.4	0.5	2.2	-2.2	8.0
COc1ccc(NC(=O)Cn2nnc(C(=O)NCc3cccs3)c2N)cc1	-14.1&9.7	-12.0	0.6	0.1&-0.1	-0.7&-2.5	0.5&-0.2	1.4&2.6	-8.4&2.9	2.0&3.0
CCOCCOc1cccc(C(=O)NC(c2ccccc2)C(C)C)c1 (stereo not drawn)	.	-13.0	6.4	0.1	-3.4	-0.5	-0.2	-5.0	-1.1
CCCc1noc2c1/C(=N\O)CCC2	2.0	-11.9	-0.4	0.4	10.7	0.0	1.7	1.1	1.3
CC(OC(=O)Cc1n[nH]c(=O)c2ccccc12)C(=O)Nc1cccc([N+](=O)[O-])c1 (stereo not drawn)	14.6	-9.6	-17.6	1.1	-0.6	0.6	2.7	3.2	-4.0
c1cc(OCCCN2CCCCC2)ccc1CN1CCCCC1	5.7	1.4	20.8	-0.4	-13.6	-0.2	0.4	-2.6	1.6
CCc1nn(CC(=O)NC2CC2)c(=O)c2cc3c(OC)cccc3n12	-30.0	.	-9.5	-0.7	14.2	-0.5	0.3	14.5	-6.8
COC(=O)c1ccc(N2CCCCC2)c(NC(=O)c2ccco2)c1	13.8	-21.9	-15.6	-1.7	6.3	-0.7	1.9	-24.2	-3.1

High-throughput results (PubChem)
